High-throughput results deposited in PubChem by several laboratories.
KCNQ2 block: KCNQ2 potassium channel inhibitors, primary screen, cell-based, CHO-K1, FluxOR thallium flux, B-score (AID 2156); 20 min; active compounds read low; B-score at 10 µM; hit rate 1.1% among 310,000;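 active = fluorescence ratio B-score at most minus 3 library SDs, with starting brightness B-score within 2 library SDs, cut at about -5.5 in these data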
Target sequence (O88943 whole entry, looked up): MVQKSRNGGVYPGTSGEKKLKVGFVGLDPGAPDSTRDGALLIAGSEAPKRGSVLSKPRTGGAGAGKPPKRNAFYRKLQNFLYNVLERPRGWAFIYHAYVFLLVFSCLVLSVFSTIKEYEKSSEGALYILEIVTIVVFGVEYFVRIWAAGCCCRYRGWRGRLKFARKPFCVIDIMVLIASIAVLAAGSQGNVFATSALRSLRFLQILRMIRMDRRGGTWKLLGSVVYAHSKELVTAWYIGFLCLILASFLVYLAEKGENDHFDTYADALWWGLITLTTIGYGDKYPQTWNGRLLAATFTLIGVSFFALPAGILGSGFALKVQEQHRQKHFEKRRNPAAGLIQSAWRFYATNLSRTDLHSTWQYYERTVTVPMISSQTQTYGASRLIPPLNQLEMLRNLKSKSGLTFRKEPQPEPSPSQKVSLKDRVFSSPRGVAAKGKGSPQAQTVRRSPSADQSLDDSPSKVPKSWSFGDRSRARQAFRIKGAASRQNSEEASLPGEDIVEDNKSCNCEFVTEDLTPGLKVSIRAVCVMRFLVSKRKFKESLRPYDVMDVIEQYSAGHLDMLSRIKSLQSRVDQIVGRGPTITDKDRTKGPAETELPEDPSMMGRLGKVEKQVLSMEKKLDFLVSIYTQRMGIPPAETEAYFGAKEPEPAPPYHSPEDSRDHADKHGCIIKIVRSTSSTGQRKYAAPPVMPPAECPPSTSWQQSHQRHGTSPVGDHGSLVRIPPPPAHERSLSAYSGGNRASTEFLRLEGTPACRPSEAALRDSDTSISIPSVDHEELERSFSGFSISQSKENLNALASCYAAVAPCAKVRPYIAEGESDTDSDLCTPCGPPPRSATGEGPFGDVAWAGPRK
Kir21 block: blocks the mouse Kir2.1 inward-rectifier potassium channel. hit rate 0.85% among 310,000. B-score at 10 µM. HEK293-Kir2.1, FluxOR thallium flux fluorescence; active compounds read low. AID 1672;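 active = fluorescence ratio B-score at or below minus 3 SD of library scores, with starting-brightness B-score within 2 SD, cut at about -4.2 in these data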;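 note: channel flux triggered by added potassium and thallium sulfate stimulus; B-score of peak minus minimum fluorescence over baseline after thallium stimulus; more negative B-score means stronger Kir2.1 block with less thallium influx; some compounds called inactive have numbers as strong as hits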
STK33 inh: blocks human STK33 kinase activity | Q9BYT3 | purified STK33, MBP phosphorylation, ADP-Glo luminescence | inhibition, % at 10 µM | hit rate 0.073% among 320,000 | AID 2661;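 active = inhibition at or above 25%, using the most active replicate where run in duplicate; inactive = inhibition below 25%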
* marks the source's active call; other numbers are inactive results. An unsorted share of the library; any-hit rate near 1.9%.

What do the screens show for `Cc1ccc(-n2ncc3c(NNC(=O)c4ccco4)ncnc32)cc1C`?
KCNQ2 block: inactive; Kir21 block: 0.05; STK33 inh: 0.1

Results for COCCN1CN(S(=O)(=O)c2ccc(Cl)cc2)c2nc3ccccc3nc21 ?
KCNQ2 block: inactive; Kir21 block: 0.36; STK33 inh: 1.3

Results for COc1ccccc1/C=C/C=N/NC(=O)CCn1nnc2ccccc21 ?
KCNQ2 block: inactive; Kir21 block: 1.4; STK33 inh: -1.3

What do the screens show for `Cc1cc(C)c(S(=O)(=O)N2CCN(C(=O)c3cccs3)CC2)c(C)c1`?
KCNQ2 block: inactive; Kir21 block: -0.82; STK33 inh: -0.1

Results for COc1cccc(CN2CCNC(=O)C2CC(=O)N(C)CC2CCOCC2)c1OC (stereo not given) ?
KCNQ2 block: inactive; Kir21 block: 1.9; STK33 inh: -0.1

What do the screens show for `CCOC(=O)N1CCN(C(=O)Cn2nc(C)n3nc(-c4ccccc4)cc3c2=O)CC1`?
KCNQ2 block: inactive; Kir21 block: 0.61; STK33 inh: -1.6

What do the screens show for `COc1ccccc1C(=O)NC(=O)COC(=O)c1ccc([N+](=O)[O-])cc1Cl`?
KCNQ2 block: inactive; Kir21 block: 0.03; STK33 inh: -2.1

Results for Cc1cc(NC(=O)CCC(=O)NNC(=O)c2ccc(C(C)(C)C)cc2)no1 ?
KCNQ2 block: inactive; Kir21 block: -0.01; STK33 inh: -1.0

Results for CC(C)(C)N=C(NS(=O)(=O)c1cccs1)c1ccccc1 ?
KCNQ2 block: inactive; Kir21 block: 0.49

What do the screens show for `CN(C)CCN1CCc2ccccc21`?
KCNQ2 block: inactive; Kir21 block: 0.04; STK33 inh: -1.4

Results for COc1ccnc(Nc2cccc(C)c2)c1C#N ?
KCNQ2 block: inactive; Kir21 block: 1.3; STK33 inh: -1.3

How did COc1ccc(/C=N/Nc2nncc3ccccc23)cc1 do in these assays?
KCNQ2 block: inactive; Kir21 block: 1.3; STK33 inh: 12

What do the screens show for `CCOC(=O)CCCNC(=O)COC(=O)CCC(=O)c1ccc(F)cc1`?
KCNQ2 block: inactive; Kir21 block: 0.02; STK33 inh: -0.6

What do the screens show for `Cc1ccc(S(=O)(=O)NCc2ccc(C(=O)NC3CCCCC3)cc2)cc1`?
KCNQ2 block: inactive; Kir21 block: -0.25; STK33 inh: -1.4

Results for Cc1cccc(CN2CCN(CC(=O)NCCCN3CCCC3=O)C2=O)c1 ?
KCNQ2 block: inactive; Kir21 block: -0.78

Results for CCc1ccc2[nH]cc(C(=O)N3CCCCCC3)c(=O)c2c1 ?
KCNQ2 block: inactive; Kir21 block: -0.14; STK33 inh: 0.9

Results for CCOC(=O)C(NC(C)=O)(NS(=O)(=O)c1ccccc1)C(F)(F)F (stereo not given) ?
KCNQ2 block: inactive; Kir21 block: -0.16; STK33 inh: -1.3

What do the screens show for `Cc1ccc(C)c(C(=O)CSc2nc(N)cc(=O)[nH]2)c1`?
KCNQ2 block: inactive; Kir21 block: -0.01; STK33 inh: -1.3

Results for C=CCNC(=O)c1ccccc1S(=O)c1ccccc1C#N (stereo not given) ?
KCNQ2 block: inactive; Kir21 block: -1.8; STK33 inh: -2.0

What do the screens show for `COc1ccccc1N1CCN(C(=O)CCNS(=O)(=O)c2ccc3c(c2)CCC(=O)N3)CC1`?
KCNQ2 block: inactive; Kir21 block: -0.15; STK33 inh: -0.7

At a glance, 2 of the compounds above:
Results for C=CCNC(=O)c1ccccc1S(=O)c1ccccc1C#N (stereo not given) ?
KCNQ2 block: inactive; Kir21 block: -1.8; STK33 inh: -2.0

What do the screens show for `COc1ccccc1N1CCN(C(=O)CCNS(=O)(=O)c2ccc3c(c2)CCC(=O)N3)CC1`?
KCNQ2 block: inactive; Kir21 block: -0.15; STK33 inh: -0.7

Continued.
How did CC(=O)N1CC(=O)N=C1SCC(=O)Nc1nc(-c2ccccc2)c(-c2ccccc2)s1 do in these assays?
KCNQ2 block: inactive; Kir21 block: -0.87; STK33 inh: -0.4

What do the screens show for `Cc1c(CCO)sc[n+]1CC(=O)OC12CC3CC(CC(C3)C1)C2`?
KCNQ2 block: inactive; Kir21 block: 0.77; STK33 inh: 6.8

How did CC(=O)Nc1nnc(SCc2ccc(C(=O)Nc3ccccc3F)cc2)s1 do in these assays?
KCNQ2 block: inactive; Kir21 block: 1.1; STK33 inh: -0.6

Results for Cc1nnc2ccc(-c3ccc(NC(=O)Cc4cccs4)cc3)nn12 ?
KCNQ2 block: inactive; Kir21 block: -2.7; STK33 inh: 3.8

What do the screens show for `O=C(CCn1c(=O)c2cccn2c2ccccc21)Nc1ccc(F)cc1`?
KCNQ2 block: inactive; Kir21 block: -1.7; STK33 inh: 0.8

What do the screens show for `COc1ccccc1NC(=O)c1cc2n(n1)C(C(F)(F)F)CC(c1ccc3c(c1)OCO3)N2` (stereo not given)?
KCNQ2 block: inactive; Kir21 block: 0.86; STK33 inh: -0.5

Results for CCOC(=O)C1=C(O)/C(=C\c2ccc(OC)c(OC)c2)N=C1C ?
KCNQ2 block: inactive; Kir21 block: 1.5; STK33 inh: 0.5

What do the screens show for `Cc1occc1C(=O)N/N=C/c1ccc(Cl)c([N+](=O)[O-])c1`?
KCNQ2 block: inactive; Kir21 block: 0.13; STK33 inh: -1.1

How did Cc1cc(C(F)(F)F)nn1C(=O)c1cccnc1Cl do in these assays?
KCNQ2 block: inactive; Kir21 block: -1.3; STK33 inh: -0.4

Results for CCN1CCN(C(=O)Cn2ncc3c([nH]c4ccc(C)cc43)c2=O)CC1 ?
KCNQ2 block: inactive; Kir21 block: -1.3; STK33 inh: -2.5

Molecules from the list above containing a thiophene ring, fused or not:
What do the screens show for `Cc1cc(C)c(S(=O)(=O)N2CCN(C(=O)c3cccs3)CC2)c(C)c1`?
KCNQ2 block: inactive; Kir21 block: -0.82; STK33 inh: -0.1

Results for CC(C)(C)N=C(NS(=O)(=O)c1cccs1)c1ccccc1 ?
KCNQ2 block: inactive; Kir21 block: 0.49

Results for Cc1nnc2ccc(-c3ccc(NC(=O)Cc4cccs4)cc3)nn12 ?
KCNQ2 block: inactive; Kir21 block: -2.7; STK33 inh: 3.8

Continued.
How did COc1ccc(S(=O)(=O)N2CCCCC2)cc1NC(=O)C1CCCO1 (stereo not given) do in these assays?
KCNQ2 block: inactive; Kir21 block: -0.18; STK33 inh: -0.1

How did CN(C(=O)CSc1cc(C(=O)c2nccn2C)c2ccccc2n1)c1ccccc1 do in these assays?
KCNQ2 block: inactive; Kir21 block: -1.6; STK33 inh: -0.6

Results for O=C(NCc1n[nH]c(=O)c2ccccc12)C1CC(=O)N(c2ccc(Cl)cc2)C1 (stereo not given) ?
KCNQ2 block: inactive; Kir21 block: -1.6; STK33 inh: -0.6

Results for Cn1cc(CN2CCC(C(O)CCc3ccccc3)CC2)c(-c2ccccc2F)n1 (stereo not given) ?
KCNQ2 block: inactive; Kir21 block: 0.37; STK33 inh: -1.7

How did O=c1[nH]c(=O)n(Cc2ccc(Oc3ccccc3)cc2)cc1Br do in these assays?
KCNQ2 block: inactive; Kir21 block: 0.63; STK33 inh: 0.5

How did CCCN1C(=O)c2cc(C(=O)Nc3ccc(OC)cc3OC)ccc2C1Nc1ccc(OC)cc1OC (stereo not given) do in these assays?
KCNQ2 block: inactive; Kir21 block: -0.83; STK33 inh: -2.3

What do the screens show for `CCCn1ccc2c(OCC(=O)Nc3ccc(NC(C)=O)cc3)cccc2c1=O`?
KCNQ2 block: inactive; Kir21 block: 0.3; STK33 inh: 1.5

Results for C/C(=N\OCC(=O)Nc1ccc(Br)cc1)c1cccs1 ?
KCNQ2 block: inactive; Kir21 block: -1.8; STK33 inh: 8.3

Results for CCCCCCSc1cc(-c2nc3ccc(Cl)cn3c2NCCCC)ccc1OC ?
KCNQ2 block: inactive; Kir21 block: 0.75; STK33 inh: -0.2

Results for O=Nc1c(O)n(Cc2ccc(Cl)c(Cl)c2)c2ccccc12 ?
KCNQ2 block: inactive; Kir21 block: -2.4; STK33 inh: -0.7

How did COc1cc(CN2CCN(S(=O)(=O)c3ccccc3)CC2)cc(OC)c1OC do in these assays?
KCNQ2 block: inactive; Kir21 block: 0.22; STK33 inh: -1.0

What do the screens show for `CCN(C(=O)Cc1c(C(=O)O)[nH]c2ccccc12)c1ccc(OC)cc1`?
KCNQ2 block: inactive; Kir21 block: -0.7; STK33 inh: -0.3

How did COc1ccc(Nc2nnc(SCc3cc(=O)n4ccsc4n3)s2)cc1 do in these assays?
KCNQ2 block: inactive; Kir21 block: 0.09; STK33 inh: -1.4

Results for O=C(Nc1cccc(OC(=O)c2cccnc2)c1)c1cccnc1 ?
KCNQ2 block: inactive; Kir21 block: -0.37; STK33 inh: -0.8

How did COc1ccc(-c2nnc(SCC(=O)c3ccco3)n2-c2ccccc2)cc1 do in these assays?
KCNQ2 block: inactive; Kir21 block: 0.06; STK33 inh: -0.5

What do the screens show for `CC(C)Cn1c(N)c(C(=O)CSc2ncnc3sc4c(c23)CCCC4)c(=O)n(C)c1=O`?
KCNQ2 block: inactive; Kir21 block: -0.96; STK33 inh: -1.9

Results for Cn1ncc(Cl)c1C(=O)N1CCC(Cc2ccccc2)CC1 ?
KCNQ2 block: inactive; Kir21 block: 0.94; STK33 inh: -0.5

What do the screens show for `O=C(COc1cc(O)c2c(=O)cc(-c3ccccc3)oc2c1)c1ccc(F)cc1`?
KCNQ2 block: inactive; Kir21 block: 1.1; STK33 inh: -3.4

What do the screens show for `COC(=O)N1C(=O)[C@@](Cc2ccccc2)(c2ccccc2)N1C(=O)OC`?
KCNQ2 block: inactive; Kir21 block: 0.67; STK33 inh: 0.1

How did Cc1ccc(/C=C/C(=O)c2ccccc2O)cc1 do in these assays?
KCNQ2 block: inactive; Kir21 block: 0.02; STK33 inh: -1.7

What do the screens show for `CC(Cc1ccccc1)C(=O)N[C@@H](CO)Cc1ccccc1` (stereo not given in full)?
KCNQ2 block: inactive; Kir21 block: -0.18; STK33 inh: -5.1

What do the screens show for `CCN(CC)C(=O)CSc1nnc(CNc2ccc(F)cc2)n1Cc1ccco1`?
KCNQ2 block: inactive; Kir21 block: 0.1; STK33 inh: 0.1

Results for N#Cc1c(N)c2ccccn2c1C(=O)c1ccc(Br)cc1 ?
KCNQ2 block: inactive; Kir21 block: -0.37; STK33 inh: -0.4

What do the screens show for `N#Cc1ccccc1CSc1nc(N2CCCCC2)nc(N2CCCCC2)n1`?
KCNQ2 block: inactive; Kir21 block: -0.87; STK33 inh: -0.7

Results for O=C1c2cccc3c(Cl)ccc(c23)C(=O)N1O ?
KCNQ2 block: inactive; Kir21 block: -0.67; STK33 inh: 4.1

What do the screens show for `O=C1CSC(c2cccnc2)N1CC1CC1` (stereo not given)?
KCNQ2 block: inactive; Kir21 block: 0.59; STK33 inh: 0.3

Results for Cn1c(=O)cc(SCC(=O)NCc2ccco2)c2ccccc21 ?
KCNQ2 block: inactive; Kir21 block: -1.3; STK33 inh: 0.1

What do the screens show for `Cc1ccc(/C=C/S(=O)(=O)Nc2ccc(C)cc2)cc1`?
KCNQ2 block: inactive; Kir21 block: -0.69; STK33 inh: -1.7

Results for S=c1[nH]nc(-c2ccccn2)n1/N=C/c1ccc(-c2ccccc2Br)o1 ?
KCNQ2 block: inactive; Kir21 block: -0.79

How did Cc1ccc(C2=NC(C(F)(F)F)(C(F)(F)F)c3c(n(-c4ccc(F)cc4)c(=O)[nH]c3=O)N2)cc1 do in these assays?
KCNQ2 block: inactive; Kir21 block: 0.58; STK33 inh: -0.2

What do the screens show for `Cc1cccc(-c2nc(C#N)c(NCC3CCCO3)o2)c1` (stereo not given)?
KCNQ2 block: inactive; Kir21 block: 1.3; STK33 inh: -1.1

What do the screens show for `Cc1c(NC(=O)C(C)N2C(=O)C3CCCCC3C2=O)c(=O)n(-c2ccccc2)n1C` (stereo not given)?
KCNQ2 block: inactive; Kir21 block: 1.7; STK33 inh: -0.6

What do the screens show for `O=C1NC(c2ccc(-c3ccccc3[N+](=O)[O-])o2)C(C(=O)c2ccc(F)cc2)C(O)(C(F)(F)F)N1` (stereo not given)?
KCNQ2 block: inactive; Kir21 block: 0.81; STK33 inh: 1.0

How did CCNC(=O)COC(=O)/C=C/c1ccccc1[N+](=O)[O-] do in these assays?
KCNQ2 block: inactive; Kir21 block: 1.4; STK33 inh: -2.1

Results for O=C(Nc1ccc(Cl)cc1C(=O)N1CCOCC1)c1ccco1 ?
KCNQ2 block: inactive; Kir21 block: -0.15; STK33 inh: -2.3

How did COc1cccc(OCCNC(=O)c2cc(OC)c(OC)c(OC)c2)c1 do in these assays?
KCNQ2 block: inactive; Kir21 block: -0.05; STK33 inh: -0.9

Results for CC1CCCN(CCS(=O)(=O)c2ccccc2)C1 (stereo not given) ?
KCNQ2 block: inactive; Kir21 block: 0.62; STK33 inh: -1.5

How did COC(=O)C1=C(C)N(Cc2ccccc2)C(=S)N[C@H]1c1ccccc1 do in these assays?
KCNQ2 block: inactive; Kir21 block: 0.51; STK33 inh: -1.6

How did Cc1ccc(S(=O)(=O)N2CCCC(C(=O)NCCc3ccccc3)C2)cc1 (stereo not given) do in these assays?
KCNQ2 block: inactive; Kir21 block: -0.21; STK33 inh: -1.0

What do the screens show for `COc1ccccc1N1CCN(C(=O)CSc2nc3ncnc(N)c3[nH]2)CC1`?
KCNQ2 block: inactive; Kir21 block: 0.2; STK33 inh: 0.5

How did CN(c1cccc(NC(=O)CN(c2cccc(F)c2)S(C)(=O)=O)c1)S(C)(=O)=O do in these assays?
KCNQ2 block: inactive; Kir21 block: 3.5; STK33 inh: -0.7
